CatL block – blocks human cathepsin L protease activity. purified cathepsin L, fluorogenic substrate, fluorescence. inhibition, %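 (tested at 10 µM)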. actives 0.17% (n = 58,000). AID 460; in the data active = inhibition above about 45%;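 also: 0% = enzyme with no compound and 100% = no enzyme blank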
FXIa mix inh – blocks human factor XIa in pooled compound mixtures; P03951; purified FXIa, fluorogenic substrate; inhibition, % at 5 µM; actives 0.19% (n = 62,000); AID 680;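 also: each value is inhibition by a whole ten-compound pool holding the compound; 0% = enzyme with no mixture and 100% = wells lacking enzyme; strong numbers were not always called active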
FXIIa mix inh – blocks human factor XIIa in pooled compound mixtures | P00748 | purified FXIIa, fluorogenic substrate | inhibition, % at 5 µM | actives 0.2% (n = 62,000) | AID 684;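 also: 0% = enzyme without compound and 100% = no enzyme blank; some results filed as inactive read as strong as hits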
MKP-1 inh – blocks human MKP-1 phosphatase activity. P28562. recombinant MKP-1, OMFP hydrolysis fluorescence. inhibition, %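 (compounds tested at a single concentration somewhere between 10 and 100 µM)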. actives 0.15% (n = 65,000);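 active = inhibition above about 50%, limit read from the data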;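 also: 0% = DMSO max control wells and 100% = wells with enzyme stopped by NaOH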
Cdc25B block – human M-phase inducer phosphatase 2 inhibition. P30305. recombinant Cdc25B, OMFP fluorescence Ex485/Em525. inhibition, %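 (compounds tested at 10 µM final in the well)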. actives 0.1% (n = 65,000). AID 368; in the data active = inhibition above about 50%
Target sequence (P30305 whole entry, looked up): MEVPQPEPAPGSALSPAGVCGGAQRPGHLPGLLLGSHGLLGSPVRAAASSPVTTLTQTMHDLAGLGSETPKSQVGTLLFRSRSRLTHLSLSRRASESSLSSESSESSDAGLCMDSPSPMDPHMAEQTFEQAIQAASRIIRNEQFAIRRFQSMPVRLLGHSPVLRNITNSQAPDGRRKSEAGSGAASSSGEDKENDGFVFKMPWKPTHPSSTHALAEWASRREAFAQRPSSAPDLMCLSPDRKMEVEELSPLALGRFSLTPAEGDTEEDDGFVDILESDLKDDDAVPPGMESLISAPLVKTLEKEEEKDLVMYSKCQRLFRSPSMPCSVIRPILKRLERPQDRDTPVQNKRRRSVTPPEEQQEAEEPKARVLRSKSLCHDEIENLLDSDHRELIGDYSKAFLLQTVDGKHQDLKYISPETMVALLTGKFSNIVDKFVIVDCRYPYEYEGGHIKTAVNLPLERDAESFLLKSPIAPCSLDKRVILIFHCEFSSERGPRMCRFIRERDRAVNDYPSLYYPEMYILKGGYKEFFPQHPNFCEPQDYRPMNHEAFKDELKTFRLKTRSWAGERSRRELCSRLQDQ
C1s block – blocks human complement C1s protease activity. actives 0.16% (n = 62,000). mean inhibition % of two 10-compound mixtures (stronger effect = higher value), % at 5 µM (by protocol). P09871. AID 538. purified C1s, fluorogenic AMC substrate, pooled mixtures;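 active = inhibition above 20% in each of the two 10-compound mixture wells holding the compound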;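 also: 0% = enzyme wells lacking compound mixture and 100% = no-enzyme blank wells; some compounds called inactive have numbers as strong as hits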
HTR1A agonist – activates the human 5-HT1a serotonin receptor. CHO 5-HT1a Ga15 NFAT-bla reporter, FRET ratio; 0% basal, 100% maximal reference agonist. actives 0.56% (n = 65,000). activation, % at 10 µM. P08908;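 active = activation above the screen-wide mean activation plus 3 SD, cut at about 19% in these data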;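 also: 0% = DMSO wells and 100% = 5-CT at EC100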
Target sequence (P08908 whole entry, looked up): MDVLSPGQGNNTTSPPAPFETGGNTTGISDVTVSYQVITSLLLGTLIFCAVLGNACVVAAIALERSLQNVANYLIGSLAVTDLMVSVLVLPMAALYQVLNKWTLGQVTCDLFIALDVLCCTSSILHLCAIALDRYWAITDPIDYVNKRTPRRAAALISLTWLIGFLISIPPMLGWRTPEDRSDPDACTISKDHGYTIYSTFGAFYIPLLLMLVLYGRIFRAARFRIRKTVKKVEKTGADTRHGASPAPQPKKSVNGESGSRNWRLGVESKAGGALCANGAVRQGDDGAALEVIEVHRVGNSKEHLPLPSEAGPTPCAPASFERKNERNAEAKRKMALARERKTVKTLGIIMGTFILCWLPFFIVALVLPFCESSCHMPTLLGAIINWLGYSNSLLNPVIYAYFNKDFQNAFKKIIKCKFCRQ
CatG inh – inhibitors of human cathepsin G; P08311; purified enzyme, AMC-tetrapeptide fluorescence, pooled mixtures; inhibition, % at 5 µM (by protocol); actives 0.2% (n = 62,000); AID 581;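 active = inhibition above 20% in each of the two mixture wells holding the compound; inactive = inhibition of 20% or less in either well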;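 also: 0% = enzyme control without mixture and 100% = blank lacking enzyme; strong numbers were not always called active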
Hsp90 block – displaces geldanamycin probe from tumor Hsp90; P07900; NCI-N417 lysate Hsp90, Cy3B-geldanamycin FP displacement; inhibition, % at 30 µM; actives 0.35% (n = 64,000);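 active = inhibition above 50%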;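 also: 0% = tracer plus lysate wells and 100% = tracer alone without lysate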
* marks the source's active call; other numbers are inactive results; nt = no result given. Rule as the data show it, unless noted: active = inhibition above about 20% (passing the limit was not always enough); inactive = the rest.

SMILES	CatL block	FXIa mix inh	FXIIa mix inh	MKP-1 inh	Cdc25B block	C1s block	HTR1A agonist	CatG inh	Hsp90 block
CCN(CC)CCCn1c(C)cc2c(c1=O)C(c1ccc(OC)c(OC)c1OC)C(C#N)=C(N)O2 (configuration not stated)	24	nt	nt	-1	20	nt	0.4	nt	0
Cn1c(=O)c2c(nc(N3CCN(Cc4ccccc4)CC3)n2CCCc2ccccc2)n(C)c1=O	nt	-3	4	37	-6	7	1.8	11	-3
CCC1CCCCN1C(=O)CSc1nnc(-c2cccc(Cl)c2)o1 (configuration not stated)	nt	0	1	-4	0	4	-1.0	-1	0
CCOC(=O)c1cc2sccc2n1CC(=O)Nc1ccc(OC)c(OC)c1	-12	4	-18	28	3	7	-1.4	9	-1
CN(CCNS(=O)(=O)c1ccc2c(c1)oc(=O)n2C)Cc1ccccc1	7	4	5	-11	3	15	0.5	14	-2
CCOC(=O)c1sc(NC(=O)CSc2nnnn2-c2ccccc2)c(C(=O)OCC)c1C	0	-3	-18	5	-23	-9	2.7	-4	-1
Cn1nnnc1SCC(=O)Nc1ccccc1C(=O)NCc1ccccc1	-1	12	14	-1	-6	11	3.2	1	-2
c1nc(NC2CCCC2)c2[nH]cnc2n1	24	3	4	0	-5	-40	6.7	-8	2
CCOc1ccc2cc(C#N)c(SCC(=O)N3CCOCC3)nc2c1	0	10	-4	-11	-1	11	3.3	13	2
CCCn1c(SCC(=O)NCc2ccco2)nc2c1c(=O)n(C)c(=O)n2C	4	2	21	-10	3	-19	-1.4	-1	-2
COc1ccccc1-c1noc(-c2ccncc2)n1	4	9	0	9	-12	-6	-1.5	17	-4
c1ccc2c(c1)CC1(CCCC1)n1nnnc1-2	-1	-8	5	12	-2	-16	-1.4	4	-2

2 entries picked at random from the list so far:
SMILES	CatL block	FXIa mix inh	FXIIa mix inh	MKP-1 inh	Cdc25B block	C1s block	HTR1A agonist	CatG inh	Hsp90 block
CN(CCNS(=O)(=O)c1ccc2c(c1)oc(=O)n2C)Cc1ccccc1	7	4	5	-11	3	15	0.5	14	-2
CCOC(=O)c1sc(NC(=O)CSc2nnnn2-c2ccccc2)c(C(=O)OCC)c1C	0	-3	-18	5	-23	-9	2.7	-4	-1

Later entries:
SMILES	CatL block	FXIa mix inh	FXIIa mix inh	MKP-1 inh	Cdc25B block	C1s block	HTR1A agonist	CatG inh	Hsp90 block
Cc1cc(C)n(CC(O)CN2c3ccccc3Sc3ccccc32)n1 (configuration not stated)	nt	nt	nt	11	-7	nt	0.1	nt	-3
O=C(c1ccco1)N1CCN(c2ccc(S(=O)(=O)N3CCCC3)cc2)CC1	-5	9	1	7	-4	16	0.2	10	-2
Cc1ccc(S(=O)(=O)NCC(=O)OCC(=O)Nc2ncc(Cl)cc2Cl)cc1	9	-1	1	18	1	1	-3.4	8	-8
O=C(c1ccccc1)N1CCN(C(=O)N2CCCCC2)CC1	-3	7	11	-4	-1	-65	-4.1	3	1
Cc1ccc2oc(=O)c3cnn(CC(=O)NCCc4ccsc4)c3c2c1	-3	3	9	1	1	12	0.7	10	-14
COc1ccc2cnn(-c3ccccc3)c(=O)c2c1OC	12	1	10	-3	6	12	0.2	11	-6
CCOC(=O)N1CCC(N2C(=O)c3ccccc3C2Nc2cccnc2)CC1 (configuration not stated)	0	6	6	-7	-19	13	-0.8	10	-5
Cc1cc(N=CC2=C(O)CCCC2=O)no1	3	7	-18	4	2	16	-1.8	15	-2
COc1ccc2c(c1)c1nnc(SC)nc1n2C	nt	0	0	-28	1	-2	1.6	8	-4
CN=c1oc2ccc(Cl)cc2cc1C(N)=O	-4	-37	3	-17	5	-6	-2.0	-15	1
CCOC(=O)N1CCN(CC(=O)Nc2c(C(=O)OC)[nH]c3cccc(Cl)c23)CC1	2	4	-6	-4	13	-3	-1.2	5	-10
O=C(Nc1ncc2c(n1)CC(c1ccccc1)CC2=O)c1ccco1 (configuration not stated)	-3	15	-2	10	4	3	-3.6	0	-3
CCCCCn1c(=O)[nH]c2cc(C(=O)NCc3ccc4c(c3)OCO4)ccc2c1=O	-18	8	9	3	-4	-1	0.8	0	nt
C=C1c2cc(CC)ccc2NC(=O)N1c1ccc(C)cc1	nt	2	0	2	3	-3	-3.1	-1	-5
CCc1ccccc1-n1cnc2cc(C(=O)O)ccc21	-1	2	12	0	8	-11	-2.5	-3	0
CCCn1c(SCC(=O)Nc2sc(C)c(C)c2C(=O)OCC)nc2c1c(=O)n(C)c(=O)n2C	-3	-2	2	6	-10	-11	-0.8	2	-3
N#CC1=C(N)Oc2cc(O)ccc2C1c1cccs1 (configuration not stated)	-1	8	3	-3	11	-1	-4.2	1	-4
CCCCCc1c(C)nc(Nc2nc(C)c3cc(OC)ccc3n2)[nH]c1=O	-2	5	6	33	-11	16	-0.5	-14	-3
Cc1ccc(P(=O)(O)c2ccc(C)cc2)cc1	nt	1	7	10	-2	0	nt	1	nt
COc1ccc(-c2c(C)oc3c(CN4CCN(CCO)CC4)c(O)ccc3c2=O)cc1OC	6	4	3	22	0	-18	-5.7	7	-1
O=C(COC(=O)c1cccs1)Nc1ccccc1	-4	4	5	7	-7	-3	2.4	4	nt
Cc1cc(C)c(C#N)c(SCS(=O)Cc2ccccc2)n1 (configuration not stated)	7	2	8	10	-18	-14	-0.7	-2	-8
O=C(NC1CCCCCC1)C1CCN(S(=O)(=O)c2ccc(F)cc2)CC1	0	-10	-3	12	3	-15	-3.5	-5	-1
COc1ccc(OC)c(C2CC(=O)c3c([nH]c(C(=O)OC(C)C)c3C)C2)c1 (configuration not stated)	nt	3	3	13	-12	-21	0.1	9	2
CCSc1oc(-c2ccccc2)nc1S(=O)(=O)c1ccccc1	10	7	5	-9	-2	4	-1.5	9	-22
O=C(NCCc1csc(-c2cccnc2)n1)c1ccco1	-1	2	-20	12	-1	-18	-2.4	-12	-5
CCOc1cc2[nH]c(=O)n(Cc3cccc(OC)c3)c(=O)c2cc1OCC	16	4	5	26	-3	-9	-1.7	1	-2
CCCOC(=O)C1=C(C)NC2=C(C(=O)C(C(=O)OC)C(C)C2)C1c1ccc(N(CC)CC)cc1 (configuration not stated)	-26	5	13	nt	nt	8	0.1	8	nt
Cc1c(/C(O)=C2\C(=O)C(=O)N(CCN(C)C)C2c2cccs2)cnn1-c1ccccc1 (configuration not stated)	3	nt	nt	11	19	nt	1.5	nt	-4
CCn1cc(C2=NCC(C)O2)c2ccccc21 (configuration not stated)	1	8	1	2	-11	18	1.0	10	-6
CCn1c(C2CC(=O)N(c3cc(C)cc(C)c3)C2)nc2ccccc21 (configuration not stated)	nt	3	4	0	-9	-21	-0.2	-9	3
CCOC(=O)c1nc2nc(C)cc(=O)n2[nH]1	13	5	-17	0	-5	8	2.1	11	-1
Cc1ccc(N(C=NC#N)CC(=O)N2CCN(c3ccccc3)CC2)cc1	10	8	6	7	-10	13	1.0	9	0
CCN1CCN(C(=O)CN(c2ccccc2C)S(C)(=O)=O)CC1	23	24	7	1	-5	3	-1.5	3	-2
O=C(CSc1nc2cccnc2n1Cc1ccccc1)NCc1ccco1	-6	6	8	-2	-11	15	-2.4	12	-4
CCOC(=O)CN1C(=O)C(C)(C)Oc2ccc(C(=O)Nc3ccccc3)cc21	0	8	3	24	1	14	-4.5	9	-3
CC1=CCC2C(=O)N(c3ccc(Br)cc3C)C(=O)C2C1 (configuration not stated)	-7	-5	-16	8	-11	-14	0.0	1	-2
O=C(CCSc1nnc(-c2ccco2)o1)Nc1ccc(Cl)cc1	-6	1	11	-7	-9	-2	-1.4	-2	-2
COc1cc(OC)c(-c2nn3c(C4CCCCC4)nnc3s2)cc1OC	9	2	-20	12	-17	10	2.9	12	-2
CS(=O)(=O)Nc1ccc(Cc2ccc(NS(C)(=O)=O)cc2)cc1	5	-1	4	1	-12	-18	-2.0	-6	-14
CCCC(=O)Nc1ccc(NC(=O)c2ccccc2OC)cn1	-5	4	-27	8	-6	14	0.4	12	1
O=C(CCn1c(=O)oc2ccccc21)N1CCOCC1	7	8	3	10	-4	14	-2.1	16	-2
O=C(COc1ncnc2ccccc12)N1CCN(S(=O)(=O)c2ccc(Cl)cc2)CC1	12	9	3	39	1	13	-2.9	12	-2
O=C(CN1C(=O)C2C3C=CC(C3)C2C1=O)NCCN1CCCc2ccccc21 (configuration not stated)	8	4	3	-21	-1	20	0.2	5	-6
CC(C)(C)C(=O)Cn1c(NCCCO)nc2ccccc21	24	-7	21	1	-9	-18	-0.7	-10	-2
COC(=O)CCn1nnc(-c2ccc(C)cc2)n1	14	6	-5	-6	8	19	-1.8	11	0
Cc1nc2c3cnn(-c4ccccc4)c3ncn2n1	0	6	3	-4	3	13	0.3	9	-3
CC1CCN(S(=O)(=O)c2ccc3c(c2)c(=O)c(C(=O)N2CCCCC2)cn3C)CC1	-3	9	7	6	6	18	-1.4	10	-7

Results in HTR1A agonist, for some of the entries so far:
Molecule,HTR1A agonist
O=C(CCn1c(=O)oc2ccccc21)N1CCOCC1,-2.1
O=C(COc1ncnc2ccccc12)N1CCN(S(=O)(=O)c2ccc(Cl)cc2)CC1,-2.9
O=C(CN1C(=O)C2C3C=CC(C3)C2C1=O)NCCN1CCCc2ccccc21 (configuration not stated),0.2
CC(C)(C)C(=O)Cn1c(NCCCO)nc2ccccc21,-0.7
COC(=O)CCn1nnc(-c2ccc(C)cc2)n1,-1.8
Cc1nc2c3cnn(-c4ccccc4)c3ncn2n1,0.3

The list goes on.
SMILES	CatL block	FXIa mix inh	FXIIa mix inh	MKP-1 inh	Cdc25B block	C1s block	HTR1A agonist	CatG inh	Hsp90 block
COCCOC(=O)C1=C(C)NC(=O)CC1c1cc2c(cc1Br)OCO2 (configuration not stated)	6	8	6	-3	1	13	-4.1	20	3
Cc1cc(C(=O)N2CCN(c3cccc(Cl)c3)CC2)c(C)o1	11	13	-16	-5	-3	-16	-1.3	-1	-2
O=C1c2ccccc2CC1Sc1nnc(-c2ccncc2)o1 (configuration not stated)	-1	4	-4	-2	3	2	-0.9	-6	-11
Clc1ccc(-c2nc3nc4ccccc4nc3n2Cc2ccco2)cc1	-3	8	1	-6	1	-1	-3.1	5	0
CN(C)S(=O)(=O)c1ccc(C(=O)Nc2nc(-c3cccs3)cs2)cc1	nt	8	3	-2	-4	-13	3.4	-1	0
CC1=Nn2c(nnc2-c2cc(C)[nH]n2)SC1	-3	9	7	-8	1	19	-6.8	13	-2
Cc1nnc(NC(=O)CSc2nnc(Cc3ccccc3)n2Cc2ccccc2)s1	-3	-8	-26	-2	-1	-26	-1.6	3	0
COc1ccc2nc(NC(=O)c3ccc(-n4nc(C)cc4C)cc3)sc2c1	-66	-5	-18	26	-17	-8	2.6	-1	-2
Cc1nnc(SCCn2c(N3CCCCC3)nc3c2c(=O)[nH]c(=O)n3C)s1	nt	nt	nt	-2	9	nt	-2.6	nt	-5
O=C(NCCCNC(=O)c1cccs1)c1cccs1	7	5	4	-4	-8	6	0.2	9	-1
CC1(C)S[C@@H]2[C@H](NC(=O)C(C(=O)O)c3ccccc3)C(=O)N2[C@H]1C(=O)O (some centres not stated)	8	4	3	-6	-10	0	0.2	-2	-3
O=C(NCc1ccc2c(c1)OCO2)c1nnc(Cc2ccc(Cl)cc2)o1	nt	10	-16	5	4	9	-4.0	3	-1
O=C(CN1C(=O)C2C3C=CC(C3)C2C1=O)NC1CCCc2ccccc21 (configuration not stated)	10	-2	-20	-18	-22	-40	-1.2	-12	0
CCCC1(C(=O)OCC)NC(c2ccc(N(C)C)cc2)C2C(=O)N(c3ccc(F)cc3)C(=O)C21 (configuration not stated)	10	6	-2	0	9	7	-1.2	3	3
CCOC(=O)C1CCCN(C(=O)c2cc3ncc(Br)cn3n2)C1 (configuration not stated)	16	6	2	-2	-4	6	-1.4	4	-6
CC(C)OC(=O)C(NC(=O)c1ccccc1)=C1CCCCC1	-4	5	-15	7	-8	8	-1.2	10	-6
CC1(C)CC(=O)C2=C(C1)Nc1ccccc1NC2c1ccccn1 (configuration not stated)	5	3	15	6	-10	-20	-1.4	1	2
[O-][N+]1=C2CCC/C(=N\O)C2=NC12CCCCC2	nt	nt	nt	4	-12	nt	-4.3	nt	-3
NC(=O)c1cccc2c3c([nH]c12)CCCC3	14	3	-2	0	-4	-1	-3.2	1	26
